RAD52 anneal inh – blocks human RAD52 DNA annealing; P43351; recombinant RAD52 DNA annealing, FRET fluorescence; inhibition, % at 18.7 µM; 0.46% of 360,000 active;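 active = every replicate showing at least 50% inhibition; inconclusive = mean inhibition at least 50% but not in every replicate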
ERAP1 inh – ERAP1 (human) enzyme inhibition. recombinant ERAP1, Leu-AMC fluorescence, 60 min. Q9NZ08. 0.15% of 340,000 active. inhibition, % at 10.7 µM;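 active = mean replicate inhibition of at least 30%, or all replicates individually reaching that 30% level; inactive = mean below 30% and not every replicate reaching it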;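 also: 0% = neutral control wells and 100% = L-leucinethiol positive control wells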
esBAF inh – inhibitors of esBAF chromatin remodeling in mouse ES cells; reporter increase, % at 12.5 µM; Bmi1-luciferase knock-in reporter, 24 h; 100% = twice the neutral-well signal; 2% of 350,000 active; in the data active = activation above about 40%; inconclusive = no clear call, values can overlap the other calls;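 also: 0% = median of the plate's neutral control wells and 100% = double that signal; a rise in the Bmi1 reporter signal indicates esBAF inhibition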
S100A4 inh HTS – blocks human S100A4 binding to myosin IIA peptide. S100A4/TAMRA-MyoIIA peptide fluorescence polarization. inhibition, % at 10.7 µM. 0.14% of 360,000 active. AID 652163;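 active = mean inhibition of at least 70% across replicates, with every replicate also reaching that level; inconclusive = mean inhibition reaches 70% but some replicates fall short; inactive = mean inhibition below 70%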
Target sequence (P26447 whole entry, looked up): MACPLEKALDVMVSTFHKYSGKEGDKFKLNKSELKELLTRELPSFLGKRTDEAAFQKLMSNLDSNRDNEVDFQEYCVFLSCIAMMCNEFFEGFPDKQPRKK
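Test system: S100A4 monomer protein; Medium: HEPES pH 7.2 with CaCl2, KCl, NaCl, DTT, Triton; Probe or stimulus: TAMRA-labelled myosin IIA heavy-chain peptide probe, 5 nM; Doses: one dose per compound; Times: polarization read 5 min after assay mix addition, stable 5–60 min; Benchmarks: neutral control DMSO, positive control TFP.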
E-sel inducer – E-selectin induction on HUVECs; activation, % at 7.58 µM; AID 686992; HUVEC E-selectin immunofluorescence imaging; normalized: neutral wells 0, TNF-alpha wells 100; 0.37% of 260,000 active;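 active = mean E-selectin-positive cell signal at least 10% of the positive control, reached in at least 60% of replicates, without over 20% cell loss; inconclusive = no rule given, readout overlaps actives, possibly toxicity-flagged; inactive = the rest, including those meeting only one limit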;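 also: in these data hits start at about 27%; measured in HUVEC primary endothelial cells; signal is the percent of cells scored E-selectin positive by PE staining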
Target sequence (P16581 whole entry, looked up): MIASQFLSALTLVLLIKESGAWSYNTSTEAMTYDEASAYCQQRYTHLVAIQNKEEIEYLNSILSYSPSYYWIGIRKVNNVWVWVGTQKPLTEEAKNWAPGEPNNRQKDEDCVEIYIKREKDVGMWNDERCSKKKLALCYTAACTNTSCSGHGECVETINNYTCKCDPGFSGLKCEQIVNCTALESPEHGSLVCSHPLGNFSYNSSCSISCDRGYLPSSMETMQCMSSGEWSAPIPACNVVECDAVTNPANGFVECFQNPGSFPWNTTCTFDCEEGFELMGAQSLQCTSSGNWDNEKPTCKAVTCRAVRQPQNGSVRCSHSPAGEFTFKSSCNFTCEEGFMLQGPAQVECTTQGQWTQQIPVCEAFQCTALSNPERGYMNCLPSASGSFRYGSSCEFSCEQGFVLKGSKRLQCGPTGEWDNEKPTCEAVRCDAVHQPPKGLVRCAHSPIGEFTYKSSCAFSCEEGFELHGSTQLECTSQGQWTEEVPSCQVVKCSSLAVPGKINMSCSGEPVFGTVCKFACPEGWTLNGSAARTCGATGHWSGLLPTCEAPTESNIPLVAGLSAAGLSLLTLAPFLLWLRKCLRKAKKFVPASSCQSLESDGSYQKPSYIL
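Assay system: HUVEC primary endothelial cells. Input: 3,000 HUVEC seeded per well. Doses: one compound dose added by pin transfer. Read-out basis: % PE-positive cells. Benchmarks: TNF-alpha high, DMSO low. Detection: immunofluorescence imaging. Buffer or medium: EGM-2, gelatin.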
XiGFP reactiv – reactivates the inactive X chromosome in mouse fibroblasts | XiGFP mouse fibroblasts, % GFP-positive cells imaging, 3 d; cells co-treated with 5-aza-dC sensitizer; scaled so ellipticine positive control = 100% | activation, % at 7.58 µM | 0.055% of 360,000 active | AID 743238;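 active = mean normalized replicate activation at least 10% and every replicate at or above 10%; inconclusive = only one of the two criteria met; inactive = mean below 10% and not all replicates reach 10%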;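 also: 0% = median of on-plate neutral control wells and 100% = ellipticine 6 µM median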
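Assay system: SV40-immortalized XiGFP fibroblast cells, line 68-5-11; buffer or medium: DMEM plus 5-aza-dC sensitizer; compound: one concentration, pinned; timing: compounds 3 days, fix/stain 15 min at room temperature; benchmarks: positive control ellipticine, 6 µM final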
RAD54 branch – RAD54 (human) branch migration inhibition; RAD54 Holliday junction branch migration, FAM/BHQ fluorescence; inhibition, % at 10.4 µM; 0.14% of 360,000 active;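 active = mean normalized replicate activity at least 40 and at least half of replicates scoring 40 or more; inconclusive = only one of the two criteria met; inactive = mean below 40 and under half of replicates reaching 40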;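 also: 0% = median of neutral control wells and 100% = median of positive control wells; inhibitors cause a drop in the FAM fluorescence signal; in these data hits start at about 50%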
ERp5 inh – blocks human ERp5 reductase activity on insulin; inhibition, % at 9.99 µM; 0.05% of 350,000 active; AID 651711; Q15084; ERp5 insulin aggregation, absorbance 650 nm, 90 min;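 active = mean replicate inhibition above about 25%, with every replicate also reaching it, limit read from the data, passing the limit was not always enough; inconclusive = only one of those two criteria met; inactive = neither criterion met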
Numbers without * were called inactive; ? = inconclusive; / = not tested or not shown; & = joins results of further samples.

SMILES	RAD52 anneal inh	ERAP1 inh	esBAF inh	S100A4 inh HTS	E-sel inducer	XiGFP reactiv	RAD54 branch	ERp5 inh
C[C@@H]1CCCCO[C@@H](CN(C)S(=O)(=O)c2cn(C)cn2)[C@H](C)CN([C@@H](C)CO)C(=O)c2cc(NC(=O)Nc3ccccc3)ccc2O1	3	0	1	-23	0.9	0.3	0	3
Cc1ccc(CCNC(=O)C2CCC(=O)N2CCc2ccccc2)cc1 (configuration not stated)	-17	3	-4	-18	0.2	0.4	-5	2
Cc1ccc(S(=O)(=O)N[C@@H]2CC[C@H](CCn3cc(C4CCCCC4)nn3)O[C@@H]2CO)cc1	1	-1	6	-10	-0.3	-0.4	3	-2
CC(=O)N(C)C[C@@H]1[C@@H](c2ccc(C3=CCCCC3)cc2)[C@@H](CO)N1CC1CC1	18	3	-5	0	0.0	0.2	5	7
Cc1cccc(N2C(=O)CC(c3ccc(F)cc3)C3=C2COC3=O)c1 (configuration not stated)	-79	7	/	0	1.4	0.0	/	1
COC(=O)c1c(S(=O)(=O)N2CCOCC2)c(C)n(C)c1C	-6	2	-12	-5	/	0.3	-2	1
Cc1ccc(OCCN2C(=O)C(=O)c3cccc(C)c32)cc1	8	/	3	3	0.3	/	-4	1
O=C(C[C@@H]1C=C[C@H](NC(=O)C2CCC2)[C@H](CO)O1)NC1CCC1	-4	-3	0	-5	0.2	0.0	-1	-5
O=[N+]([O-])c1cc(S(=O)(=O)C(F)(F)F)ccc1NCC1CCCO1 (configuration not stated)	-10	-1	7	-2	/	0.0	2	0
COc1ccc(/C=C2\SC(=S)NC2=O)cc1OS(=O)(=O)c1ccc(NC(C)=O)cc1	-59	12	/	-4	-0.5	-0.2	/	1
CC(C)C(NS(=O)(=O)c1cccc(C(F)(F)F)c1)C(=O)N1CCc2ccccc2C1 (configuration not stated)	-18	0	-4	-7	/	0.2	-4	-11
O=C(Nc1cccc(C(=O)N2CCCc3ccccc32)c1)c1ccccc1	-23	-1	-17	0	1.8	0.2	2	1
CC(C)[C@H](NC(=O)C1CC1)C(=O)N1CCC[C@H]1C(=O)NCc1ccccc1	-7	0	/	-2	1.7	0.1	/	1
CCOC(=O)c1c(N2C(=O)Nc3ccccc3N2O)sc2c1CCCC2	1	2	/	7	/	-0.1	/	-2
COC(=O)C1=C(C)N(c2ccc(OC)c(OC)c2)C(=O)/C1=C\c1cccs1	-17	16	/	3	/	0.0	/	-9
CC(C)c1ccc(NC2CCCN(C(=O)CN3CCOC3=O)C2)cc1 (configuration not stated)	-9	-5	-2	-7	-4.0	0.5	-4	5
CCC(=O)c1ccc(OC(=O)C2CCN(C3=NS(=O)(=O)c4ccccc43)CC2)cc1	-14	6	-2	7	-0.8	0.0	-5	3
CCOc1ccc(CCN2C(=S)N([C@@H](CC(C)C)CN3CCCC3CN3C(=S)NC[C@@H]3Cc3ccc(O)cc3)C[C@@H]2CC(C)C)cc1 (some centres not stated)	-23	/	-11	-2	-0.3	0.0	10	2
OCC1SC(O)C(O)C(O)C1O (configuration not stated)	-11	2	/	0	/	/	/	-2
NS(=O)(=O)c1ccccc1NC(=O)c1c(O)c2ccccc2[nH]c1=O	1	5	-18	6	-0.3	0.0	-5	1

2 compounds drawn at random from those above, as already listed:
SMILES	RAD52 anneal inh	ERAP1 inh	esBAF inh	S100A4 inh HTS	E-sel inducer	XiGFP reactiv	RAD54 branch	ERp5 inh
CCC(=O)c1ccc(OC(=O)C2CCN(C3=NS(=O)(=O)c4ccccc43)CC2)cc1	-14	6	-2	7	-0.8	0.0	-5	3
OCC1SC(O)C(O)C(O)C1O (configuration not stated)	-11	2	/	0	/	/	/	-2

(continued)
SMILES	RAD52 anneal inh	ERAP1 inh	esBAF inh	S100A4 inh HTS	E-sel inducer	XiGFP reactiv	RAD54 branch	ERp5 inh
C[C@@H]1CCCCO[C@@H](CN(C)CC2CC2)[C@H](C)CN([C@H](C)CO)C(=O)c2cc(NC(=O)c3ccccc3)ccc2O1	17	0	1	0	0.0	0.0	10	6
CCC(C)[C@@H](N)C(=O)N/N=C/c1ccc2ncccc2c1 (some centres not stated)	-2	1	10	-1	-0.3	0.0	6	0
CCOc1ccc(CN2CCN(Cc3cccn3-c3nccs3)CC2CCO)cc1 (configuration not stated)	-15	0	0	2	0.4	0.1	-7	-4
COc1cc([N+](=O)[O-])ccc1NC(=O)COC(=O)c1ccc(NC(N)=O)cc1	-4	/	0	-4	-0.2	0.1	/	-3
C[C@@H]1CCCCO[C@@H](CN(C)C(=O)c2ccncc2)[C@@H](C)CN([C@@H](C)CO)C(=O)c2cc(NS(=O)(=O)c3cn(C)cn3)ccc2O1	-18	0	-4	5	0.2	-1.0	5	-5
COc1ccccc1CCNC(=O)C(=O)c1cn(CC(=O)N2CCCC2)c2ccccc12	-82	-5	/	1	0.0	0.1	5	14
O=C(CSc1nnc(C2COc3ccccc3O2)o1)N1CCCCC1 (configuration not stated)	-16	-2	39	-1	/	0.3	1	-2
COCC(=O)N1[C@@H]2CN(C(=O)c3ccccc3F)c3ccccc3[C@@H]2[C@@H]1CO	-9	0	3	-6	-0.5	0.1	-2	-2
O=C(Nc1nccs1)C1CC(=O)N(Cc2ccco2)C1 (configuration not stated)	-1	1	/	2	/	0.0	/	6
COc1cc2c(cc1OC)C(C)N(C(=O)c1cccs1)CC2 (configuration not stated)	-18	0	/	2	-0.3	0.0	/	3
COc1ccc(CNC(=O)C2CCN(S(=O)(=O)c3ccc(N4CCCC4=O)cc3)CC2)cc1	-1	0	8	1	/	0.0	-8	-5
CC(=O)c1cc(CN2CCCCC2)cc(OC(C)C)c1	-2	2	/	-3	/	0.0	/	1
CCOc1ccc(-c2nc(CCl)cs2)cc1OC	-8	4	17	1	/	0.0	-5	9
C[C@@H]1CN([C@@H](C)CO)C(=O)c2cc(NS(=O)(=O)c3ccc(Cl)cc3)ccc2O[C@@H](C)CCCCO[C@H]1CN(C)Cc1ccncc1	11	2	2	2	-0.3	0.2	-17	-2
CC(C)CN=C(NS(=O)(=O)c1ccccc1)C(Cl)(Cl)Cl	-6	-5	/	0	-0.7	0.1	/	-7
C/C=C/c1cnc2c(c1)C(=O)N([C@@H](C)CO)C[C@@H](C)[C@H](CN(C)S(=O)(=O)c1cccs1)O2	5	-4	/	4	-0.1	0.0	/	-1
O=S(=O)(N[C@@H]1CCCN(Cc2ccc(OCCO)cc2)C1)c1ccc(-c2ccccc2)cc1	23	0	/	-3	/	/	-15	3
O=C1c2ccccc2-c2c1cccc2C(=O)N1CCCCCC1	-7	-2	/	3	-0.7	0.0	/	?
CCOc1ccc(S(=O)(=O)N2CCC(C(=O)NCc3ccncc3)CC2)cc1C	-5	-5	-1	-1	0.0	0.3	11	-6
Cc1ccc(S(=O)(=O)N(C)C[C@H]2Oc3ncc(C#CC4(O)CCCC4)cc3C(=O)N([C@H](C)CO)C[C@H]2C)cc1	9	1	-1	-4	-0.5	-0.1	23	2
Cc1cc(C)cc(CC(=O)N2CCC2(C)C(=O)NS(=O)(=O)c2ccccc2C)c1 (configuration not stated)	-9	10	-2	3	-0.1	0.1	-1	-7
O=C(NC1CCCC1)N1CC(=O)N2[C@H](CO)[C@@H](c3ccc(/C=C/c4ccccc4)cc3)[C@@H]2C1	-15	/	/	11	0.4	0.2	/	11
Cc1noc(C)c1S(=O)(=O)Nc1ccc2c(c1)CC(=O)N([C@@H](C)CO)C[C@H](C)[C@H](CN(C)S(=O)(=O)c1ccccc1)O2	-8	-1	-2	3	-0.1	-0.3	-2	-1
C[C@@H](O)CNC(=O)c1[nH]cnc1C(=O)Nc1cccc(Cl)c1	-14	0	3	-6	-0.1	0.0	0	-19
O=C([C@@H]1[C@@H](CO)[C@@H]2Cn3c(ccc(/C=C/c4ccccc4)c3=O)[C@@H]2N1CC1CC1)N1CCCCC1	-15	1	0	-3	0.0	0.0	-9	0
COc1ccc(NC(=O)N(C)C[C@@H]2OCc3cn(nn3)CCCC(=O)N([C@H](C)CO)C[C@H]2C)c(OC)c1	-12&-6	0&1	3	-2&11	0.6&0.0	0.0&-0.5	-1	-3
C[C@]12c3[nH]c4cc(-c5ccco5)ccc4c3CCN1C(=O)[C@@H](CC(=O)NCCc1ccccn1)C[C@@H]2C(=O)N1CCOCC1	-21	-3	1	-6	/	-0.1	-14	1
CC(C)C#Cc1ccc2c(c1)O[C@H](CN(C)C(=O)C1CC1)[C@H](C)CN([C@H](C)CO)S2(=O)=O	10	-1	3	24	0.1	0.0	-8	-14
CCOc1ccc(C(=O)CCC(=O)O)cc1	-4	0	/	3	/	/	/	-2
Nc1nonc1-n1nnc(C(=O)N/N=C/C=C/c2ccccc2)c1CSC1=NCCS1	-6	/	33	-4	0.7	0.6	-1	3
Cc1ccc(CS(=O)Cc2ccc(C(=O)NCc3ccc4c(c3)OCO4)o2)cc1 (configuration not stated)	-9	-2	-5	-1	2.3	0.2	6	-2
C[C@@H]1CN([C@H](C)CO)C(=O)c2cc(C#Cc3ccccc3)cnc2O[C@@H]1CN(C)C(=O)c1ccccc1	-3	-1	1	-3	0.7	0.2	-8	-2
COc1ccccc1N1CCN(C(=O)c2ccc3c(c2)CCN3S(C)(=O)=O)CC1	-5	0	1	1	/	0.0	4	0
COc1ccc(NC(=O)c2cccc(NC(=O)c3ccccc3)c2)cc1	-15	-1	41*	-3	1.1	0.1	15	-8
O=C(NCc1ccc2c(c1)OCO2)c1cccc(S(=O)(=O)N2CCCC2)c1	-9	0	-2	1	-0.1	-0.1	4	-23
COc1ccc(C2CC(=O)C(C=NCCO)=C(O)C2)cc1 (configuration not stated)	-23	-2	-6	5	/	0.1	1	2
C[C@H]1CN([C@@H](C)CO)C(=O)CCCn2nncc2CO[C@H]1CN(C)Cc1ccccc1	2	-1	3	-6	0.5	0.3	-2	3
COc1ccc2oc(=O)c(C(=O)N3CCN(C(=O)c4ccco4)CC3)cc2c1	-10	-13	-9	-3	/	-0.1	-21	2
CC(C)NC(=O)N1CC[C@@H]2[C@@H](CO)N(C)c3ccc(Br)cc3[C@@H]21	8	1	-6	-2	0.0	0.0	-30	7
Cc1ccc(C(=O)NCC(=O)Nc2cc(C)ccn2)cc1	-19	-4	/	-5	/	0.0	-1	-2
Nc1nc(-c2ccc(Cl)cc2)cs1	-15	-5	/	-3	0.4	0.2	/	-12
COC(=O)c1ccncc1N	-7	/	/	1	?	0.1	/	-5
C[C@H](CO)N1C[C@H](C)[C@@H](CN(C)Cc2ccccc2)OCCCC[C@H](C)Oc2ccc(NS(=O)(=O)c3cccs3)cc2C1=O	7	2	0	-85	/	0.1	2	-4
CC(C)NC(=O)Nc1ccc2c(c1)C(=O)N([C@H](C)CO)C[C@H](C)[C@H](CN(C)C(=O)Cc1ccccc1)OCCCC[C@@H](C)O2	-1	1	/	12	-0.1	0.1	4	16
O=C(O)c1cc(C(F)(F)F)nc2c(C(F)(F)F)cccc12	-16	1	0	-2	0.1	0.1	-2	3
